# HEK293 NOD2/NF-kB: NOD2 signaling inhibitors, cell-based, luminescence, uHTS, HEK293 (AID 1566) | HEK293 NOD2/NF-kB luciferase reporter, luminescence; higher % means a stronger effect | inhibition, % at 4 µM, or EC50 in µM where a hit was titrated | actives 0.63% (n = 290,000); further: many of its hits are not listed in these tables
# GPR55 activation: GPR55 agonists via beta-arrestin recruitment, primary screen, imaging, U2OS cells, beta-arrestin-GFP redistribution (AID 1961) | actives 0.048% (n = 290,000) | U2OS GPR55 beta-arrestin-GFP redistribution imaging; higher % means a stronger effect | activation, % at 10 µM; hits with a dose series show EC50 in µM;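 active means activation above 40% with more than 50 cells counted in the well; inconclusive means wells holding fewer than 50 cells, flagged as toxic or sparse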;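 further: U2OS osteosarcoma cells stably expressing GPR55 and beta-arrestin-GFP; plate controls were DMSO negative control for no effect and LPI positive control for full effect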
# HIV fusion peptide: inhibitors of HIV fusion peptide binding, primary screen, biochemical, uHTS, fluorescence dequenching (AID 1986); cell-free peptide binding, fluorescence dequenching, 30 min; higher % means a stronger effect; inhibition, % at 20 µM, or IC50 in µM where a hit was titrated; actives 0.3% (n = 290,000); in the data active means inhibition mostly above about 52%, no sharp cut-off; inactive means mostly below about 76%; further: some results filed as inactive read as strong as hits
# GPR55 LPI antagonism: GPR55 antagonists blocking LPI-driven arrestin recruitment, primary screen, imaging, U2OS, beta-arrestin-GFP, LPI agonist (AID 2013); G-protein coupled receptor 55 (Homo sapiens); U2OS GPR55 beta-arrestin-GFP translocation imaging, LPI antagonism; higher % means a stronger effect; inhibition, % at 10 µM, or IC50 in µM where a hit was titrated; actives 0.13% (n = 290,000);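 active means spots per cell inhibited over 60%, with over 100 cells counted and total cytoplasm intensity under 500,000; inconclusive means wells with under 100 cells, flagged as likely toxic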;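 further: U2OS cells stably carrying GPR55 and arrestin-GFP stimulated by 5 µM LPI near EC80; imaged beta-arrestin-GFP aggregate spots per cell after agonist stimulation; plate controls were LPI-stimulated DMSO wells for no effect and DMSO wells without LPI for full effect; some results filed as inactive read as strong as hits; confirmed hits need IC50 under 10 µM and bright autofluorescent wells are also inconclusive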
# Myeloid diff 2: induction of myeloid progenitor differentiation, primary screen, cell-based, flow cytometry, MLPCN library; calls only at 10 µM; actives 1% (n = 360,000); ER-HoxA9 myeloid progenitors, lysozyme-GFP differentiation; AID 624256, 2012;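 active means normalized GFP-positive differentiation at or above the plate's own cutoff, the solvent-only control mean plus 3 SD; inconclusive means no clear call, values can overlap the other calls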;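 further: cells exposed to compound for four days before flow analysis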
# NOD1 inhibition: NOD1 signaling inhibitors, primary screen, cell-based, luminescence, uHTS (AID 1578) | one-dose inhibition, % at 4 µM; EC50 in µM for titrated hits | NOD1-driven NF-kB luciferase reporter cells, luminescence; higher % means a stronger effect | actives 1% (n = 290,000); in the data active means inhibition mostly above about 36%, no sharp cut-off; inactive means mostly below about 34%;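 further: HEK-293T reporter cells stimulated with the NOD1 agonist gamma-tri-DAP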
# KOR beta-arrestin-1: KOR agonists, beta-arrestin recruitment, primary screen, cell-based, luminescence, uHTS (AID 1777); actives 0.02% (n = 280,000); one-dose activation, % at 10 µM; EC50 in µM for titrated hits; Kappa-type opioid receptor (Homo sapiens); KOR beta-arrestin recruitment, luminescence; higher % means a stronger effect; in the data active means activation above about 50%, passing the limit was not always enough; further: a part of the inactive calls stands beside numbers as strong as those of hits
# KOR beta-arrestin-2: KOR antagonists, beta-arrestin recruitment, cell-based, luminescence, uHTS (AID 1778); Kappa-type opioid receptor (Homo sapiens); KOR beta-arrestin recruitment, luminescence, antagonist mode; higher % means a stronger effect; actives 0.091% (n = 290,000); inhibition, % at 10 µM, or IC50 in µM where a hit was titrated; further: strong numbers were not always called active
# GPR35 antagonists: GPR35 antagonists blocking zaprinast-driven arrestin recruitment, primary screen, imaging, U2OS, beta-arrestin-GFP, zaprinast agonist (AID 2058); G-protein coupled receptor 35 (Homo sapiens); actives 0.052% (n = 290,000); U2OS GPR35 beta-arrestin-GFP translocation imaging, zaprinast antagonism; higher % means a stronger effect; inhibition, % at 10 µM; hits with a dose series show IC50 in µM;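 active means inhibition of at least 50% with at least 30 cells and total cytoplasm GFP at most 10,000,000; inconclusive means under 30 cells or total GFP of 10,000,000 plus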
# Myeloid diff 2 GFP+ MAC1+ %: further read-out of Myeloid diff 2, marked with its call; GFP+ MAC1+ double positive, %; measured here: differentiation confirmed by MAC1 staining
# * hit, by the source's call; i = inactive; ? = inconclusive; / = no result given; [ ] = dose if it differs, or a comment. Unless noted, no stated cut-off is given here; in the data, active means inhibition above about 50%; inactive means the rest. This is a subset; rates above refer to the full screens.
# Values in the order – HEK293 NOD2/NF-kB, GPR55 activation, HIV fusion peptide, GPR55 LPI antagonism, Myeloid diff 2, Myeloid diff 2 GFP+ MAC1+ %, NOD1 inhibition, KOR beta-arrestin-1, KOR beta-arrestin-2, GPR35 antagonists
- O=C(N/N=C/c1ccccc1OC(=O)N1CCOCC1)c1cccs1
 : 16%, -1.0%, 6.3%, 3%, i, 0.3, -25%, -3.1%, 12%, 8%
- CC(=O)c1cccc(N/C=C\c2nnnn2-c2ccc(F)cc2)c1
 : -17%, 0.8%, 0.5%, 6%, i, 0.1, 12%, 0.6%, -24%, 22%
- Cc1sc(NC(=S)NC(=O)c2ccco2)c(C(N)=O)c1C
 : -40%, 0.0%, 11%, 6%, i, 0.7, -37%, -5.5%, -14%, -2%
- COc1ccc(OC)c(CNC(=O)CCn2nc(C)c3c(C)n(-c4ccccc4)nc3c2=O)c1
 : 7%, -0.1%, 1.5%, 2%, i, 0.8, -25%, 2.9%, -3%, 4%
- Cn1nnc2cc(NC(=O)Nc3cccc(C(F)(F)F)c3)ccc21
 : -5%, -0.1%, -0.7%, 4%, i, 0.6, -5%, -6.8%, 24%, 20%
- Cn1nccc1C(=O)N1CCc2c([nH]c3ccccc23)C1c1ccc(F)cc1 (centres undefined)
 : -3%, -0.1%, 1.1%, -13%, i, 0.8, -59%, -1.9%, -4%, -5%
- COc1ccc(CCNC(=O)C2CCN(S(=O)(=O)c3ccc(F)cc3)CC2)cc1
 : 0%, -0.1%, 1.1%, 6%, i, 0.6, -28%, -1.9%, 9%, 5%
- COC(=O)c1ccccc1NC(=S)N1CCN(c2ccccn2)CC1
 : 16%, -0.2%, 2.6%, 5%, i, 0.2, -18%, -7.6%, 1%, -2%
- Fc1ccc(C2c3[nH]c4ccccc4c3CCN2Cc2cccn2-c2ncccn2)cc1 (centres undefined)
 : -154%, -0.1%, 8.3%, 5%, i, 0.3, -6%, /, -58%[20 µM], 20%
- O=C(NC1CCCCC1)c1ccc(OC2CCN(Cc3ccccn3)CC2)cc1
 : -2%, 0.0%, 1.2%, -2%, i, 8.7, -27%, 2.4%, 2%, -7%
- CCOc1ccc(/C=C(\C#N)C(=O)c2c(C)[nH]c3ccccc23)cc1OC
 : 8%, 0.2%, -1.5%, 16%, i, 0.8, -5%, 5.5%, 1%, 4%
- Cn1c(-c2ccccc2)cnc1N
 : -1%, -0.1%, -0.4%, 16%, i, 1.4, -4%, 0.6%, 18%, 0%
- CCOC(=O)c1cc(-c2ccc(OC)cc2)n[nH]1
 : -44%, -0.1%, -0.6%, -8%, i, 0.4, -3%, 1.9%, 20%, 7%
- O=C(CCC(=O)N1CCN(c2ccc(F)cc2)CC1)c1ccccc1
 : 23%, 0.6%, 0.1%, 7%, i, 6.1, -16%, -2.1%, -24%, 0%
- O=C(O)Cc1cc2c(s1)CCCCC2
 : 1%, 0.3%, -1.9%, -6%, i, 3.6, -2%, 3.6%, 4%, 6%
- Cc1cccc(CSc2ccc3nnc(-c4ccccn4)n3n2)c1
 : -14%, 0.0%, -3.2%, 6%, i, 0.3, 16%, 2.0%, 8%, 6%
- O=C(NCc1ccco1)C(c1ccc(F)cc1)N(C(=O)Cc1cccs1)c1cccnc1 (centres undefined)
 : 9%, -0.1%, -1.6%, 8%, i, 0.4, -9%, /, -4%[20 µM], 14%
- NC(=O)c1c(NC(=O)c2ccc(F)cc2Cl)sc2c1CCC2
 : -35%, -0.4%, 0.5%, 8%, i, 0.6, -28%, -3.8%, 15%[20 µM], -14%
- CCc1nc(SCC#N)c(C#N)cc1C
 : -24%, 0.2%, -0.8%, 0%, /, /, -1%, 3.4%, -104%[20 µM], -9%
- CCOC(=O)CN1C(=O)S/C(=C/c2ccc(OC)c([N+](=O)[O-])c2)C1=O
 : -33%, -0.3%, -1.2%, 8%, i, 0.2, -12%, 3.5%, -18%, 2%
- O=C(NCCCCCCNC(=O)c1ccccc1O)c1ccccc1O
 : 15%, -0.1%, -1.3%, 6%, i, 0.6, -1%, 2.9%, -41%, -9%
- c1ccc(CCc2nc(-c3ccc(-n4cccc4)cc3)no2)cc1
 : 6%, -0.1%, -1.6%, 10%, i, 1.1, 8%, -1.6%, 22%, -5%
- N#CCc1cc2ccc3cccc4ccc(c1)c2c34
 : -3%, -0.2%, 0.1%, -14%, i, 0.8, 6%, 3.0%, -63%, -3%
- Cc1oc(-c2cccc(Cl)c2)nc1CS(=O)(=O)CC(=O)NCCN1CCOCC1
 : 8%, 0.0%, 0.6%, 0%, i, 2.9, -11%, -3.7%, -12%[20 µM], 12%
- CC(O)CNC(=O)c1ccc(-c2nn(C)c(=O)c3ccccc23)cc1 (centres undefined)
 : 7%, 0.2%, 10%, -2%, i, 0.7, -22%, -3.3%, -30%, 11%
- COc1cc2c(cc1NC(=O)CSCC(=O)O)oc1ccccc12
 : -1%, -0.3%, 4.2%, -11%, i, 1.9, -3%, 10%, -35%, -10%
- C=CCNC(=O)C1CC(=O)N(c2ccc(OCC(=O)Nc3cccc(OC)c3)cc2)C1 (centres undefined)
 : -12%, 0.2%, 2.3%, 32%, i, 6.4, -23%, 4.7%, 19%, -7%
- Cc1ccc(OCCN2C(=O)c3ccccc3C2=O)cc1
 : -17%, -0.1%, -1.1%, -7%, i, 0.8, -41%, 0.5%, 12%, -5%
- CC(=O)c1cc(CN2CCN(CCC(C)C)C(CCO)C2)cs1 (centres undefined)
 : -14%, -0.2%, 0.4%, 1%, i, 0.6, -8%, 3.1%, -10%, -3%
- CC(C)(C)C(=O)N1CCN(c2ccc(NC(=O)c3ccc([N+](=O)[O-])o3)cc2)CC1
 : -1%, 0.1%, -1.3%, -1%, ?, /, 8%, -6.7%, 14%, 2%
- NS(=O)(=O)c1ccc(-c2ccc(/C=C3\SC(=S)N(C4CCS(=O)(=O)C4)C3=O)o2)cc1 (centres undefined)
 : 46%, -0.1%, 38%, 8%, i, 0.5, 9%, 0.3%, 10%, -11%
- O=C1Nc2cc(S(=O)(=O)N3CCCC3)ccc2N2CCCC12 (centres undefined)
 : 1%, -0.2%, -3.0%, -11%, i, 0.4, -4%, -6.3%, 1%, 4%
- CCCCn1c(SCC(=O)N2CCC(C)CC2)nc2ccsc2c1=O
 : -3%, 0.1%, -0.6%, -2%, i, 1.1, -16%, 3.3%, -33%, 7%
- Cc1ccc(-c2nnc(COC(=O)c3cc(=O)[nH]c4ccccc34)o2)cc1
 : 7%, -0.1%, -0.4%, 5%, i, 1.2, -12%, -0.1%, 14%, -1%
- Cc1ccc(C(=O)NNC(=O)CCCCC(=O)NNC(=O)c2ccc(C)cc2)cc1
 : 2%, 0.6%, -0.4%, -4%, i, 0.3, 5%, 0.7%, -22%, -2%
- CCN1/C(=C/C=C/c2oc3ccc4ccccc4c3[n+]2CC)Oc2ccc3ccccc3c21
 : 41%, -0.1%, 136%, ?, /, /, 24%, -3.4%, 7%[20 µM], ?
- N#Cc1nc(-c2cccc3ccccc23)oc1NCCN1CCCCC1
 : 0%, 0.0%, -2.5%, 3%, i, 1.1, -57%, -2.3%, -10%, 7%
- COc1ccccc1C1=NC(c2ccc(C)cc2)N=C1C (centres undefined)
 : -52%, 0.1%, 0.9%, 7%, i, 0.4, -60%, -3.8%, -22%, -2%
- CC(C)NC(=O)CN1CCC(c2ccccc2)C(O)C1 (centres undefined)
 : 12%, 0.2%, 0.7%, 3%, i, 0.2, -7%, /, -31%[20 µM], -2%
- C=CCNC(=S)NNC(=O)COc1c(Cl)cc(Cl)cc1Cl
 : 12%, 0.5%, -0.8%, 0%, i, 0.5, -6%, -3.5%, 30%, 8%
- Cc1cc(C(=O)N/N=C/c2ccc(-c3ccc(C)c(Cl)c3)o2)n[nH]1
 : -4%, 0.2%, 0.8%, 3%, i, 0.1, -12%, 4.8%, -2%, -9%
- Cn1c(=O)n(CCc2ccccc2)c(=O)c2c1nc1n2CCN1Cc1ccco1
 : 10%, -0.1%, 40%, 11%, i, 0.6, -21%, /, /, 3%
- C[C@H]1CCC(=O)N([C@H](COc2ccccc2)Cc2ccccc2)CC1
 : -22%, -0.3%, 0.5%, -3%, i, 0.8, -23%, -2.9%, 1%[20 µM], 1%
- CCCCCCOc1ccc(/C(C)=N/NC2=NCCN2)cc1
 : 15%, -0.3%, 0.6%, 32%, i, 0.2, -7%, 10%, -87%[20 µM], -2%
- Cc1ccn2c(NC(=O)c3cccs3)c(-c3ccccc3)nc2c1
 : 18%, -0.2%, -1.8%, 3%, i, 0.3, -21%, -1.3%, -19%, -1%
- CCn1c(SCC(=O)Nc2cc(C(C)(C)C)nn2-c2ccccc2)nnc1-c1cccs1
 : 36%, -0.1%, 1.5%, -4%, i, 1.0, -3%, -1.2%, 12%, -13%
- COc1ccc(NC(=O)NCCN2CCN(c3cc(OC)ccc3OC)CC2)cc1
 : -3%, 0.4%, 0.1%, 6%, i, 0.4, -18%, 0.4%, -17%, 3%
- CCN1CCN(c2ccc(NC(=O)c3cccc4ncccc34)cc2)CC1
 : -24%, 0.3%, -1.4%, 19%, i, 0.7, 15%, -3.3%, 19%, -8%
- Cc1nc(C(F)(F)F)c(C(=O)NC(=O)Nc2ccccc2)s1
 : -8%, 0.0%, 3.5%, 14%, i, 2.0, 0%, 0.9%, 10%, 13%
- OCCNCCCCOc1ccccc1F
 : 0%, -0.5%, 2.7%, 5%, i, 0.3, -16%, -2.7%, -15%, -8%

# Sorted by value in GPR35 antagonists (highest first): four of the compounds above
smiles,HEK293 NOD2/NF-kB,HIV fusion peptide,Myeloid diff 2 GFP+ MAC1+ %,NOD1 inhibition,KOR beta-arrestin-1,KOR beta-arrestin-2,GPR35 antagonists
COc1ccc(NC(=O)NCCN2CCN(c3cc(OC)ccc3OC)CC2)cc1,-3%,0.1%,0.4,-18%,0.4%,-17%,3%
CCOC(=O)CN1C(=O)S/C(=C/c2ccc(OC)c([N+](=O)[O-])c2)C1=O,-33%,-1.2%,0.2,-12%,3.5%,-18%,2%
Cc1ccc(C(=O)NNC(=O)CCCCC(=O)NNC(=O)c2ccc(C)cc2)cc1,2%,-0.4%,0.3,5%,0.7%,-22%,-2%
Cn1nccc1C(=O)N1CCc2c([nH]c3ccccc23)C1c1ccc(F)cc1 (centres undefined),-3%,1.1%,0.8,-59%,-1.9%,-4%,-5%

# Screening results: PubChem BioAssay, several laboratories
